# Assay outcomes as filed in PubChem.
# PLCg1 inh: PLC-gamma1 enzyme inhibitors, primary screen, biochemical, fluorescence, purified enzyme; fluorogenic substrate; hit rate 0.84% among 370,000; inhibition, % at 12.2 µM; AID 720700, 2013; in the data active = inhibition above about 9.5%
# ADAM10 inh: human ADAM10 inhibitors, primary screen, biochemical, QFRET, HTS | Disintegrin and metalloproteinase domain-containing protein 10 (Homo sapiens), O14672 | recombinant ADAM10, EDANS/DABCYL FRET peptide cleavage, 3 h | hit rate 0.62% among 370,000 | inhibition, % at 7 µM;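 active = inhibition above a per-campaign cutoff equal to the mean of compounds falling between control-based bounds plus 3 SD, cut at about 20% in these data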;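 also: 0% = DMSO wells while the 100% control is not disclosed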
# ASAP1 inh: inhibitors of human ASAP1 ArfGAP activity, primary screen, biochemical, fluorescence polarization; Arf-GAP with SH3 domain, ANK repeat and PH domain-containing protein 1 (Homo sapiens), …; ASAP1-stimulated ARF1 GTP hydrolysis, GDP FP detection; inhibition, % at 16.5 µM; hit rate 0.19% among 360,000; AID 624377, 2012; in the data active = inhibition above about 25%;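 also: 0% = vehicle with enzyme and substrate and 100% = no enzyme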
# TDP2 absorb: human TDP2 enzyme inhibitors, primary screen, biochemical, epi absorbance, recombinant enzyme; Tyrosyl-DNA phosphodiesterase 2 (Homo sapiens), O95551; T5PNP hydrolysis, p-nitrophenol absorbance 415 nm; inhibition, % at 12.8 µM; hit rate 0.34% among 370,000; AID 720702, 2013;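 active = inhibition above the mean of all tested compounds plus 3 SD, set per campaign, cut at about 25% in these data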;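 also: 0% = DMSO with enzyme and 100% = buffer with substrate but no TDP2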
#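 Assay system: Recombinant human TDP2 | Quantity: 120 nM TDP2 per well | Incubation: 2 h at 37 °C | Signal: Epi absorbance | Evaluation: Percent inhibition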
# ADAM17 inh: ADAM17 inhibitors, primary screen, biochemical, QFRET. hit rate 0.83% among 370,000. inhibition, % at 6.95 µM. AID 720648, 2013. Disintegrin and metalloproteinase domain-containing protein 17 (Homo sapiens), P78536. recombinant ADAM17, EDANS/DABCYL FRET peptide cleavage;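 active = inhibition above the mean of compounds lying between control limits plus 3 SD, set per campaign, cut at about 8.5% in these data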;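 also: 0% = DMSO-only wells as the low control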
# DDE Tn6 FP inh: inhibitors of Tn6 peptide binding to fibrin DD(E), primary screen, biochemical, fluorescence polarization, human fibrin, Tn6 probe; hit rate 0.21% among 370,000; AID 720509, 2013; inhibition, % at 8.3 µM; Fibrin DD(E) TRITC-Tn6 fluorescence polarization displacement;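 active = inhibition above a per-campaign cutoff: mean of compounds within control limits plus 3 SD, cut at about 15% in these data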;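 also: 0% = median of all compound wells on the plate and 100% = blocking peptide control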
# ARFGAP1 inhibitor: inhibitors of rat ARFGAP1 GAP activity, primary screen, biochemical, fluorescence polarization, GDP tracer; ADP-ribosylation factor GTPase-activating protein 1 (Rattus norvegicus), Q62848; Arfgap1-stimulated ARF1 GTP hydrolysis, GDP FP detection; inhibition, % at 16.5 µM; hit rate 0.26% among 360,000;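 active = inhibition above a per-plate limit, mean inhibition of low control wells plus 3 SD, cut at about 25% in these data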;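 also: 0% = DMSO wells with enzyme and 100% = wells lacking Arfgap1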
#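 Material: rat Arfgap1 catalytic domain, aa 1-136; also added: human ARF1(Δ1-17)-GTP substrate; compound dosing: one concentration, 16.5 µM, DMSO 1.26%; incubation: GTP hydrolysis reaction 2 h at 25 °C; measured by: Tracer-displacement fluorescence polarization with EDTA stop, 620/688 nm; evaluation: % inhibition from polarization; repeats: one replicate per compound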
# PLC-beta3 inh: human PLC-beta3 inhibitors, primary screen, biochemical, fluorescence. hit rate 0.18% among 370,000. inhibition, % at 12.2 µM. 1-phosphatidylinositol 4,5-bisphosphate phosphodiesterase beta-3 (Homo sapiens), Q01970. Purified PLC-beta3, fluorogenic substrate; in the data active = inhibition above about 11%;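 also: 0% = median of compound wells on plate and 100% = full blocker control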
# Target sequence (Q01970 whole entry, looked up): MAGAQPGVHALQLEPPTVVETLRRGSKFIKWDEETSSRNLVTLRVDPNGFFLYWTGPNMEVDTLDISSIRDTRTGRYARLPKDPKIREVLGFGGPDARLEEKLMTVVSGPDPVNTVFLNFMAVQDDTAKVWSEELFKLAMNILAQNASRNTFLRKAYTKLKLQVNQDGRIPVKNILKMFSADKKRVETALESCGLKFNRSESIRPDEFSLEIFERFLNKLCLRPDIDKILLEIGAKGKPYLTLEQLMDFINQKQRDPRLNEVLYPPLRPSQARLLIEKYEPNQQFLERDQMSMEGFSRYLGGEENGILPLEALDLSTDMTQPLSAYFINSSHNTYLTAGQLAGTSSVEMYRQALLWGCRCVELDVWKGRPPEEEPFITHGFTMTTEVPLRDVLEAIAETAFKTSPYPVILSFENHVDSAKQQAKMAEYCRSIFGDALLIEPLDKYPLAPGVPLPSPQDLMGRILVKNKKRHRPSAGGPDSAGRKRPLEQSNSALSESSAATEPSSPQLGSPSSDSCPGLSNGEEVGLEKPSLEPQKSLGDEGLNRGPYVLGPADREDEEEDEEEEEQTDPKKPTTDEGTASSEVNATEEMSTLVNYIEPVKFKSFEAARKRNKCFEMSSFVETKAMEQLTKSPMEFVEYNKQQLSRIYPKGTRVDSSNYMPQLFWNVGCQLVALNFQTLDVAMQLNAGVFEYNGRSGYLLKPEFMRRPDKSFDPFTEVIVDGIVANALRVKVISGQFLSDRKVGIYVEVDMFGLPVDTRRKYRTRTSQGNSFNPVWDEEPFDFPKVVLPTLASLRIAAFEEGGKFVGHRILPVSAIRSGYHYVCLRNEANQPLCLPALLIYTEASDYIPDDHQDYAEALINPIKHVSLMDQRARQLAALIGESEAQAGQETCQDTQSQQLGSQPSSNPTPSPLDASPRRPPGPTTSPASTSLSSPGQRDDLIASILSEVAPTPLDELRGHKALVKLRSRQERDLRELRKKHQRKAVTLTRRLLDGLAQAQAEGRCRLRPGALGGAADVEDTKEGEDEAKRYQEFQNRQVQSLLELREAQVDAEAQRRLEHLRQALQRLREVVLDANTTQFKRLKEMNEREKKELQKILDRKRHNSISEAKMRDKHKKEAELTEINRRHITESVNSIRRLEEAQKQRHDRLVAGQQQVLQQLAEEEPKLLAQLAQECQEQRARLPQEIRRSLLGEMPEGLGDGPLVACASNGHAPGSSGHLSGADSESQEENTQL
# SIAE primary: human SIAE inhibitors, primary screen, biochemical, fluorescence polarization, FP-Rh probe, 1536-well HTS | SIAE FP-Rh probe binding | Sialate O-acetylesterase (Homo sapiens), Q9HAT2 | hit rate 0.69% among 370,000 | inhibition, % at 9.66 µM | AID 1053197, 2014;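 active = inhibition above a cutoff: mean of compounds within the control limits plus 3 SD of those, cut at about 17% in these data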;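 also: 0% = plate median of compound wells and 100% = probe without SIAE protein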
# DDE Tn7 FP inh: inhibitors of Tn7 peptide binding to fibrin DD(E), primary screen, biochemical, fluorescence polarization, human fibrin, Tn7 probe. hit rate 0.13% among 370,000. Fibrinogen beta chain (Homo sapiens), P02675. inhibition, % at 8.3 µM. FP displacement of FITC-Tn7 peptide from fibrin DD(E); 0% = median of compound wells per plate;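 active = inhibition above the mean of compounds falling within the control limits plus 3 SD of them, cut at about 14% in these data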;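 also: 0% = plate median of compound wells and 100% = 10 µM Aha-Tn7 peptide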
#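 Assay system: human fibrin DD(E) protein / Input: 2 µM fibrin DD(E) / Benchmarks: high control of 10 µM Aha-Tn7 peptide / Measured by: fluorescence polarization of the labelled Tn7 tracer / Medium: Tris buffer with calcium and detergent, pH 7.8 / Timing: 10 min compound pre-incubation, 3 h probe incubation at room temperature / Repeats: one replicate per compound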
# * = called active by the depositor; . = not tested or not shown; & = joins results of further samples.
no.	smiles	PLCg1 inh	ADAM10 inh	ASAP1 inh	TDP2 absorb	ADAM17 inh	DDE Tn6 FP inh	ARFGAP1 inhibitor	PLC-beta3 inh	SIAE primary	DDE Tn7 FP inh
1	Cc1ccc(S(=O)(=O)N2C[C@@H]3CCCC[C@@H]3[C@@H](C)[C@H]2c2cn(Cc3ccccc3)c3ccc(F)cc23)cc1	2	6	1	3	-2	-1	8	4	-2	-2
2	CCOC(=O)c1cc2c(OC)c(OC)ccc2c2[nH]cc(C#N)c(=O)c12	-44	-48	9	-3	-11	3	-2	-61	-1	-8
3	COc1ccc2cc(CN(CCc3ccccc3)Cc3nnnn3Cc3ccco3)c(=O)[nH]c2c1	-37	-46	12	-6	-14	-7	-1	-49	-2	-2
4	CCC(=O)Nc1ccc(S(=O)(=O)N2CCc3ccccc3C2)cc1	6	3	10	-10	5	-1	-2	3	-2	-6
5	Cc1ccc(S(=O)(=O)N2CCN(C(=O)COC(=O)COc3ccccc3C(C)C)CC2)c(C)c1	1	11	4	4	2	-10	14	-1	5	4
6	Cc1nn(C)c(Cl)c1CN1CCN(C2CCCCC2)C(CCO)C1 (stereo not drawn)	0	-3	-1	1	-2	-2	5	4	-5	1
7	O=C(c1ccco1)N1CCN(CCCCOc2cccc3ccccc23)CC1	5	12	4	-3	4	5	3	1	7	-13
8	O=C(O)c1cccc(S(=O)(=O)N2CCC(n3nnc4cc(C(F)(F)F)ccc43)CC2)c1	5	-5	-7	-7	4	2	-1	-4	11	1
9	CCC(C)Nc1ncnc2c1cnn2Cc1ccc(Cl)cc1 (stereo not drawn)	1	-7	0	1	0	-8	13	0	4	8
10	Cc1cc(NC(=O)C2CC(c3ccc(F)cc3)=NO2)n(-c2ccccc2)n1 (stereo not drawn)	-1	-4	-7	-3	2	-7	-3	3	0	3
11	O=C1COc2ccc(C(=O)COC(=O)Cn3cnc4ccccc43)cc2N1	-4	2	-1	-2	-2	-1	-5	-2	-4	-2
12	O=C1N(c2ccccc2)CC2C(c3ccccc3)C(c3ccccc3)N3CCCC123 (stereo not drawn)	-3	-8	.	-3	-10	-3	.	-4	3	-7
13	CCOC(=O)C1=C(C)NC(C)=C(C(=O)OCC)C1	3&-4	6&-2	16&6	3&5	0&-5	6&-3	5&-1	5&-7	0&0	-2&2
14	CN(C)c1ccc(N=C/C=C2/N(C)c3ccccc3C2(C)C)cc1	-7	-18	5	6	-2	2	2	-7	-2	1
15	Cc1ccc(-c2n[nH]c(=S)c3ccccc23)cc1S(=O)(=O)NCC1CCCO1 (stereo not drawn)	1	5	1	4	-2	-4	11	-7	-2	0
16	CC1CCCCC12NC(=O)N(CC(=O)NC(=O)NCc1ccco1)C2=O (stereo not drawn)	0	-6	-6	13	0	1	3	1	3	-1
17	CCOc1ccc(-n2cc(-c3ccc(OC)c(OC)c3)[nH]c2=S)cc1	-3	-1	13	-6	3	4	6	-9	-1	3
18	COc1ccc(C)cc1S(=O)(=O)n1c([N+](=O)[O-])cnc1C	2	-3	11	-6	-4	-3	3	-2	4	8
19	O=C(CCN1C(=O)c2ccncc2C1=O)Nc1ccc2c(c1)OCCO2	-1	6	-13	5	-4	-4	-5	1	-2	-3
20	CCOC(=O)[C@]12CCCC=C1N(Cc1ccc3c(c1)OCO3)C(=O)[C@H](CC(=O)NCCCOC)C2	-2	-19	-10	0	-7	2	-9	2	3	1
21	CC1(C)O[C@@H]2[C@H](O1)[C@@H](CO)O[C@H]2n1c(N2CCCCC2)nc2c(N)ncnc21	4	2	-4	10	0	6	11	4	2	1
22	O=C(Nc1cccc2c1CCCC2)c1ccncc1	-2	8	-14	0	-4	4	-5	-1	-4	4
23	CC(C)CN(C(=O)COC(=O)Cc1n[nH]c(=O)c2ccccc12)C1CCS(=O)(=O)C1 (stereo not drawn)	12*	-7	12	-9	-4	0	-5	2	-7	-3
24	C[C@H](CO)N1C[C@H](C)[C@@H](CN(C)S(=O)(=O)c2cccs2)Oc2ccc(NC(=O)C3CC3)cc2C1=O	0	-9	-7	-5	-2	6	-2	1	-7	-4
25	Cc1cccc(NC(=O)C2CCCN(S(=O)(=O)c3cccc4nsnc34)C2)n1 (stereo not drawn)	0	0	-5	9	-2	1	-9	-2	-4	8
26	COc1cccc(OCc2cc(C(=O)N3CCCC3c3ccccn3)no2)c1 (stereo not drawn)	3	-15	-3	-17	2	0	-10	0	-2	3
27	COc1ccc(C)cc1NC(=O)c1cc(-c2ccccc2)nc2c1cnn2C(C)C	-2	-25	2	-6	-2	-2	11	-13	-1	0
28	COc1ccc(C(=O)NCC(=O)OCc2cccc(Br)c2)cc1	-3	-7	8	3	-3	0	8	-3	-4	1
29	COC1(OC)C(=N/O)/C(=N\O)CCC1O (stereo not drawn)	4	4	14	6	-3	1	1	2	2	-2
30	O=S1(=O)c2c(cccc2N2CCSCC2)Oc2ccccc2CN1Cc1cn(Cc2ccc(Cl)cc2)nn1	-11	7	.	-4	4	-1	.	-11	-2	0

# One compound at a time, as listed above:
# COc1ccc(C)cc1NC(=O)c1cc(-c2ccccc2)nc2c1cnn2C(C)C is entered as PLCg1 inh: -2; ADAM10 inh: -25; ASAP1 inh: 2; TDP2 absorb: -6; ADAM17 inh: -2; DDE Tn6 FP inh: -2; ARFGAP1 inhibitor: 11; PLC-beta3 inh: -13; SIAE primary: -1; DDE Tn7 FP inh: 0
# CCOC(=O)C1=C(C)NC(C)=C(C(=O)OCC)C1 is entered as PLCg1 inh: 3&-4; ADAM10 inh: 6&-2; ASAP1 inh: 16&6; TDP2 absorb: 3&5; ADAM17 inh: 0&-5; DDE Tn6 FP inh: 6&-3; ARFGAP1 inhibitor: 5&-1; PLC-beta3 inh: 5&-7; SIAE primary: 0&0; DDE Tn7 FP inh: -2&2

# The listing picks up; the 6 compounds before the break are reprinted first.
no.	smiles	PLCg1 inh	ADAM10 inh	ASAP1 inh	TDP2 absorb	ADAM17 inh	DDE Tn6 FP inh	ARFGAP1 inhibitor	PLC-beta3 inh	SIAE primary	DDE Tn7 FP inh
25	Cc1cccc(NC(=O)C2CCCN(S(=O)(=O)c3cccc4nsnc34)C2)n1 (stereo not drawn)	0	0	-5	9	-2	1	-9	-2	-4	8
26	COc1cccc(OCc2cc(C(=O)N3CCCC3c3ccccn3)no2)c1 (stereo not drawn)	3	-15	-3	-17	2	0	-10	0	-2	3
27	COc1ccc(C)cc1NC(=O)c1cc(-c2ccccc2)nc2c1cnn2C(C)C	-2	-25	2	-6	-2	-2	11	-13	-1	0
28	COc1ccc(C(=O)NCC(=O)OCc2cccc(Br)c2)cc1	-3	-7	8	3	-3	0	8	-3	-4	1
29	COC1(OC)C(=N/O)/C(=N\O)CCC1O (stereo not drawn)	4	4	14	6	-3	1	1	2	2	-2
30	O=S1(=O)c2c(cccc2N2CCSCC2)Oc2ccccc2CN1Cc1cn(Cc2ccc(Cl)cc2)nn1	-11	7	.	-4	4	-1	.	-11	-2	0
31	Cn1ncc2c(N3CCOCC3)ncnc21	-2	8	16	1	-5	-3	2	1	-2	-2
32	CC(C)(C)CC(C)(C)N=C1Nc2ccccc2NC12C[C@H]1CCC(=O)N3CC[C@@H](C2)[C@@H]13 (stereo partly drawn)	2	12	1	-3	6	0	-3	2	4	1
33	Cc1ccc(NC(=S)NCC2CCCO2)cc1 (stereo not drawn)	0	-2	20	13	-5	-2	-2	1	-2	2
34	CCOC(=O)NC(=S)Nc1ccc(OC)cc1	1	1	21	-5	1	4	-2	4	5	-3
35	O=C(OCC(=O)N1CCN(C(=O)c2ccco2)CC1)c1ccccc1	2	-3	14	4	-6	-9	-5	-6	14	-5
36	COc1cc(S(=O)(=O)N2CCN(c3ccccc3F)CC2)ccc1Cl	-1	12	6	11	4	5	-1	0	-2	-8
37	COc1cc2c(cc1OC)CN(CC(=O)Nc1ccc3c(c1)OC(F)(F)O3)CC2	-39	1	-7	6	-1	5	-4	-47	7	5
38	COc1ccccc1CNC(=O)C/C(C)=N/NC(=O)Cc1ccc(Cl)cc1	4	5	-21	-10	2	-6	8	-2	-11	-3
39	O=C(NCCCN1CCOCC1)c1cc(-c2ccc3c(c2)OCO3)nc2ccccc12	-152	-23	6	-2	-1	6	1	-201	1	3
40	Cc1ccccc1NC(=O)OC1CCC12CCC(c1ccccc1)CC2 (stereo not drawn)	4	2	.	-5	0	-2	.	1	-5	-3
41	OCCCNc1ncnc2c1ncn2[C@H]1CN(C2CCCC2)C[C@@H](CO)O1	3	-14	2	4	-6	-1	-4	-2	-1	4
42	CCOc1ccc(C(CC(=O)O)NC(=O)COc2ccccc2)cc1 (stereo not drawn)	2	3	8	7	-1	1	-3	-1	0	3
43	CN1C[C@H]2CON(C)[C@H]2C[C@H]1c1cccc(-c2ccccc2)c1	4	-2	-1	-4	-2	-8	3	-1	-2	-6
44	COc1cc(C2c3[nH]c4ccccc4c3CCN2Cc2cn(C)nc2C)ccc1F (stereo not drawn)	-39	-38	-1	3	-13	-1	9	-45	10	-2
45	COc1ccccc1/C=N/NC(=O)CC(=O)Nc1ccc(Cl)c(Cl)c1	3	1	4	6	-1	-3	1	1	-21	7

# Rows were taken by chance; 3.6% or so of the library scored in one or more.
